Screens as filed in PubChem.
GLP1R ag: GLP-1 receptor (human) agonism; P43220; HEK293 GLP-1R CRE-luciferase, luminescence, 4-6 h; cells express a hypersensitive GLP-1R form; Potency, µM (highest dose often 45.6 µM), for the others: top-dose activation, most hits filed as activators; hit rate 0.007% among 380,000; AID 624172; also: potency is read from the fitted curve at half-maximal effect; % of control where 0% means no effect
Target sequence (P43220 whole entry, looked up): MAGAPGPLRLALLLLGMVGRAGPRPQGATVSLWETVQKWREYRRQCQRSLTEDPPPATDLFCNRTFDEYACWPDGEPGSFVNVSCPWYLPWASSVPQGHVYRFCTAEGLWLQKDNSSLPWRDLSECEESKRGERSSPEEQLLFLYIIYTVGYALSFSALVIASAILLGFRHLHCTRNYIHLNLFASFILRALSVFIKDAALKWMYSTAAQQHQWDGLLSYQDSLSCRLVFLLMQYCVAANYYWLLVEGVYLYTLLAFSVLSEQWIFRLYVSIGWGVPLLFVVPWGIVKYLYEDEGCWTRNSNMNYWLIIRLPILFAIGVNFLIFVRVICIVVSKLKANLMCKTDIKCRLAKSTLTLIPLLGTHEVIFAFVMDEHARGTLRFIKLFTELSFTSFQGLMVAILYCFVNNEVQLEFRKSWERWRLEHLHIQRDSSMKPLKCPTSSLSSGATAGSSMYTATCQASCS
GLP1R cytotox: cytotoxic in the GLP-1 receptor inverse agonist counter-screen | HEK293 cAMP-luciferase reporter cells, luminescence, 24 h | Potency, µM (doses to about 38.3 µM), without a hit: at the highest dose activity change, negative = inhibition, hits mostly inhibitors | hit rate 0.13% among 410,000;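 also: loss of luciferase light is scored as toxicity; potency is read from the fitted curve at half-maximal effect; % is scaled to controls: 0 for no effect and ±100 for the full control effect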
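To flag toxic compounds, the library was rerun on cells for 24 hr at 37 deg C and 5% CO2. Viability-linked luminescence was captured 12 min after adding luciferase detection reagent.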
IL-2 act: IL-2 activation; IL-2 activation reporter assay, cell-based qHTS; stimulated with anti-CD3/CD4/CD28 beads; in transgenic mouse T cells; activation, % (series mostly up to about 46 µM); AID 652025; hit rate 0.065% among 360,000; in the data active = activation above about 50%; inconclusive = mostly about 30% to 49%; also: 0% is about no effect
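Readout: EGFP and DsRed signals by fluorescent plate cytometry. Unstimulated transgenic mouse T cells received compound 60 min before antibody-bead stimulation, then incubated 18 h at 37 degrees C.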
D3 ag: activates the human D3 dopamine receptor. P35462. D3R DiscoveRx beta-arrestin cells, luminescence, 90 min. max activation, %. hit rate 0.58% among 410,000. AID 652048; in the data active = max activation above about 30%; also: 0% is about no effect; mostly tested at two doses, the higher about 12 µM
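Cells at 1500/well, incubated overnight, then treated with pinned compounds (dopamine as control) for 90 min at 37 degrees C. DiscoveRx reagent added for 30 - 60 minutes at room temperature; luminescence read.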
GLP-1R inv ag: inverse agonists of human GLP-1 receptor; HEK293 GLP-1R CRE-luciferase, luminescence, 24 h; GLP-1R form is constitutively active; Potency, µM (top dose mostly 38.3 µM), without a hit: at the top dose activity change, negative = inhibition, usual class: inhibitors; hit rate 1.6% among 410,000; also: potency is read from the fitted curve at half-maximal effect; % is scaled to controls: 0 for no effect and ±100 for the full control effect; nearly all actives have a fitted effect of over 55% in size
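Cells are plated, allowed 12 hours at 37 deg C, then treated with compounds for 24 hr before luciferase detection reagent is added and luminescence is read after 12 min at room temperature. The HEK293 line carries constitutively active GLP-1R with a cAMP-responsive reporter.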
PI5P4Ka inh: blocks human PI5P4K alpha kinase activity; hit rate 1.2% among 330,000; max response, %; PI5P4Kalpha enzyme, ADP-Glo luminescence, 60 min; stronger effect = lower value; AID 652105; active = max response of -50% or lower; inconclusive = between -30% and -50%; inactive = -30% or higher; also: value at the top dose of about 77 µM; % is scaled to controls: 0 for no effect and ±100 for the full control effect
Target sequence (P48426 whole entry, looked up): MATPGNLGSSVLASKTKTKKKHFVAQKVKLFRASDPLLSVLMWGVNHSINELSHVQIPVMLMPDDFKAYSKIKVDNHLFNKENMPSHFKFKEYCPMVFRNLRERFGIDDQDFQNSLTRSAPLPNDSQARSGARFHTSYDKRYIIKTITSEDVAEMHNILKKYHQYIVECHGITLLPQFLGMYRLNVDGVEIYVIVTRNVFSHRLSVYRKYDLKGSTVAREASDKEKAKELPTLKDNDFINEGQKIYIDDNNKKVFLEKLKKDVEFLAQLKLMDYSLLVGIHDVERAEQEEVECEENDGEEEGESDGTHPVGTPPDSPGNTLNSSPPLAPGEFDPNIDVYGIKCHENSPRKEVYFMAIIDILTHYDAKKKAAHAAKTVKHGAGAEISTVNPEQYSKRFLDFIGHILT
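ADP-Glo luminescence end-point read after a 60 min room-temperature kinase reaction of PI5P4Kalpha plus substrate, initiated with ATP at 5 microM final. Buffer: 0.038 M HEPES pH 7.4, EGTA, 0.1% CHAPS, 5% DMSO.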
WRN inhibitor: inhibitors of human WRN helicase. Q14191. WRN helicase unwinding, fluorescent forked duplex, kinetic. hit rate 0.46% among 360,000. AID 651768. Potency, µM (highest dose often 114 µM), without a hit: at the highest dose activity change, negative = inhibition, hits mostly inhibitors; also: potency is read from the fitted curve at half-maximal effect; % is scaled to controls: 0 for no effect and ±100 for the full control effect; nearly all actives have a fitted effect of over 55% in size
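Enzyme (20 nM final) and test compound sit together 15 min at room temperature before substrate addition. Substrate is a single-forked duplex oligonucleotide (100 nM) labelled with fluorophore and quencher, with 2 mM ATP; helicase unwinding raises red fluorescence, read kinetically.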
PLK1 PBD inh: inhibitors of human PLK1 polo-box domain binding; Plk1 PBD binding of FITC phosphopeptide, fluorescence polarization; Potency, µM, without a hit: max response, negative = inhibition, usual class: inhibitors; hit rate 2.8% among 360,000; also: potency is read from the fitted curve at half-maximal effect; series mostly up to about 57 µM; % is scaled to controls: 0 for no effect and ±100 for the full control effect; nearly all actives have a fitted effect of over 65% in size
DRD3 antagonist: antagonists of human D3 dopamine receptor; P35462; D3R cells, DiscoveRx beta-arrestin luminescence, antagonist mode; stronger effect = lower value; max response, negative = inhibition, %; hit rate 2.5% among 360,000; in the data active = max response below about -50%; inconclusive = no clear call, values can overlap the other calls; also: % is scaled to controls: 0 for no effect and ±100 for the full control effect; mostly tested at two doses, the higher about 12 µM
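Cells expressing the human receptor were seeded at 1500 cells/well, incubated overnight at 37 degrees C in 5% CO2, then exposed to library compounds with dopamine controls for 90 minutes at 37 degrees C before luminescent detection.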
Active calls of the source: *; ? = inconclusive; . = no result given; & = joins results of further samples; [ ] = dose if it differs, or a comment. Unless noted, calls follow the shape of the dose curve; as a rule, active = well fitted curve in the direction sought with a large enough effect; inconclusive = small, poorly fitted or top-dose-only effect, or another doubt; inactive = no such curve, though single readings can be large; an effect the other way counts as inactive or inconclusive.

Value order: GLP1R ag, GLP1R cytotox, IL-2 act, D3 ag, GLP-1R inv ag, PI5P4Ka inh, WRN inhibitor, PLK1 PBD inh, DRD3 antagonist
1. O=C(NC(Nc1nc2ccccc2s1)(C(F)(F)F)C(F)(F)F)c1ccccc1
    1%, 16%, -1.8, 0, 1%, 10, -4%, -20%, 20
2. COc1cccc(NC(=S)N(Cc2ccc(C(=O)O)cc2)Cc2ccc(OC)c(OC)c2)c1
    13%, 4%, -0.5, -5, 23%, 2, -12%, -24%, -6
3. CCc1cccc(OCCCCN(CC)CC)c1
    0%, 1%, -0.7, -25, ?, 8, -5%, -1%, -73*
4. Cc1cc(C)nc(N2CCCC(C(=O)NCCC3=CCCCC3)C2)n1 (configuration not stated)
    -16%, 1%, -2.7, -11, ?, ., 5%, -5%, -4
5. CCCCCCCCCC(=O)NNC(=O)c1c(O)c2ccccc2n(CC)c1=O
    -1%, 29%, -1.3, 10, -2%, 1, 1%, -3%, 1
6. N#CCSc1ccsc1C(=O)Nc1ccc(F)cc1
    11%, -15%, -2.4, -1, 8%, ., -15%, -25%, -24
7. Cc1csc(NC(=O)CSc2ccc3nnc(CCNS(=O)(=O)c4ccccc4)n3n2)n1
    -2%, 2%, 0.9, -5, 7%, -1, 13%, -6%, -7
8. CCCN1CCC(=O)N([C@H](COc2ccccc2)c2ccccc2)CC1
    4%, 0%, -0.5, -74, -16%, -9, -2%, -4%, -104*
9. c1cn2c(Nc3ccc4c(c3)OCCO4)c(-c3ccc(N4CCOCC4)cc3)nc2cn1
    ?, 1%, -2.1, 3, 114%[activator], 3, -4%, -7%, -8
10. Cc1cc(=O)oc2cc(OC(=O)C3CCN(C(=O)c4ccc(F)cc4)CC3)ccc12
    7%, 8%, -1.4, -1, 7%, 1, -8%, -22%, 10
11. O=C(N/N=C/c1ccccc1OC(F)F)NC1CCCCC1
    25%, -10%, -1.2, -9, ?, 0, -27%, -2%, 4
12. COc1ccc(NC(=O)CN(C)S(=O)(=O)c2cnc[nH]2)cc1Cl
    -2%, -4%&-2%, -3.1, 0&7, 2%&6%, -1, 0%, -2%, 0
13. COc1cc(/C=C2\C(=O)ON=C2c2ccccc2)cc(OC)c1OC
    -4%, -2%, -0.5, 5, -1%, -25, -27%, 7.5µM*, 21
14. Cc1ccc(C)c(OCCn2cc(C(=O)O)c3ccccc32)c1
    4%, -6%, -0.1, -9, -14%, 12, -12%, -16%, ?
15. O=C(CCc1c[nH]c2ccccc12)N[C@@H](Cc1c[nH]c2ccc(O)cc12)C(=O)O
    -7%, -11%, -2.1, 4, 4%, 1, 7%, -3%, 4
16. COc1cccc(C(=O)OCC(=O)NC2CCCc3ccccc32)c1O (configuration not stated)
    1%, 9%, 0.1, 0, -8%, 2, -6%, -6%, 8
17. COc1ccccc1/C=C/C=N/NC(=O)Cc1cccs1
    8%, 7%, -2.4, -27, -27%, 7, -9%, -1%, 9
18. COc1ccc(OC)c(C(=O)CSc2nnc(Cc3cccs3)n2CCc2ccccc2)c1
    11%, ?, -1.3, -3, -5%, ., -16%, 2%, -20
19. Cc1c(N)cccc1Cl
    7%, -2%, -0.1, 5, 0%, 7, -1%, -5%, 17
20. COc1ccccc1CNC(=O)C(C)c1ccc([N+](=O)[O-])cc1 (configuration not stated)
    7%, 16%, -2.4, -1, -3%, -1, 0%, -18%, -24
21. CN(C)C1=NC[C@H](Cc2ccccc2)N1CC1CCCCC1
    -5%, ?, -0.5, -1, ?, 2, -9%, -17%, -19
22. O=S(=O)(NCC(c1cccnc1)N1CCN(c2ccc(F)cc2)CC1)c1cccs1 (configuration not stated)
    -1%, 4%, 0.2, -7, ?, -8, -2%, -4%, 0
23. CCCCNC(=O)c1ccc(SCC(=O)N(CC)CC)c([N+](=O)[O-])c1
    -1%, 5%[7.66 µM], 0.0, -3, -1%[7.66 µM], 9, 11%, -7%, -11
24. CCOC(=O)c1ccc(NC(=O)COc2ccccc2CNCCc2ccccc2)cc1
    -4%, ?, -0.9, -21, ?, 5, 5%, -3%, -28
25. C=CCOC(=O)C1=C(C)NC(=O)NC1c1ccc2c(c1)OCO2 (configuration not stated)
    0%, 6%, -0.7, 0, 16%, 5, -6%, -4%, -1
26. CCCCc1ccc(S(=O)(=O)NNC(=S)NCc2ccco2)cc1
    -6%, ?, 1.4, 5, ?, -1, -20%[57.1 µM], -9%, 1
27. O=C(NCC(=O)N1CCN(S(=O)(=O)c2ccccc2F)CC1)c1ccc2ccccc2c1
    -4%, -2%, 1.7, -4, ?, -2, 0%, 1%, 3
28. CSC1=N/C(=C\c2ccc3c(c2)OCO3)C(=O)S1
    -7%, 15%, ?, 2, 0%, -1, 0%, -2%, 6
29. COc1ccc(S(=O)(=O)N2CCC(C(=O)N[C@@H](C)C(=O)NCc3ccc(F)cc3)CC2)cc1
    -3%, -7%, -2.3, -12, 11%, 0, 5%, -5%, -4
30. CCSc1nc(N)c2c(C)c(C)sc2n1
    2%, 3%, 1.8, -2, 10%, ., 7%, -5%, 9
31. COc1ccccc1-c1nc2ccccc2c(=O)n1NC(=O)c1cccs1
    4%, -7%, 0.1, -5, 11%, -4, 1%, -6%, -11
32. CCCNC(=O)NCCc1c(C)[nH]c2ccccc12
    -2%, 1%, 0.5, -2, -2%, 5, -1%, -9%, 0
33. NC(=O)NC(=O)COC(=O)c1ccccc1Oc1ccccc1
    17%, 5%, -0.2, -6, 11%, 0, -7%, 0%, -9
34. CCOC(=O)N1CCN(Cc2nc3ccc([N+](=O)[O-])cc3c(=O)n2-c2cccc(OC)c2)CC1
    9%, -19%, -0.8, 18, 6%, 1, 2%, 1%, 15
35. C=CCn1cnc2c(NCc3ccccc3)ncnc21
    -5%, 12%, 0.4, -1, 4%, -2, -5%, -10%, -22
36. COc1ccc(CN2CCC(n3nccc3NC(=O)C3CCCC3)CC2)c(OC)c1
    1%, -20%, -2.9, -23, -27%, 3, -35%, -5%, 0
37. COc1ccc(NC(=O)CC2C(=O)N(c3cccc(C)c3)C(=O)N2C2CCCCC2)cc1 (configuration not stated)
    -7%, -5%&-29%, 0.2, -14&-4, -21%&0%, -2, 1%, -1%, 10
38. COc1cc(S(=O)(=O)N(Cc2cccs2)CC2CCCO2)ccc1-n1cnnn1 (configuration not stated)
    1%, 17%, 0.9, 0, 20%, ., -9%, -3%, -21
39. COc1cc(CN2CCN(C(C)C)C(CCO)C2)ccc1OCc1ccccc1 (configuration not stated)
    17%, -24%, -2.6, 2, -28%, 1, -1%, -11%, -12
40. C[C@@H](O)Cc1cn(CC(=O)NCCCCCCCCCCC(=O)N2CCNCC2)nn1
    -3%, 2%, 0.0, -11, -9%, -3, -1%, -10%, ?

Pulled by structure from the list above (4):
Value order: GLP1R ag, GLP1R cytotox, IL-2 act, D3 ag, GLP-1R inv ag, PI5P4Ka inh, WRN inhibitor, PLK1 PBD inh, DRD3 antagonist
7. Cc1csc(NC(=O)CSc2ccc3nnc(CCNS(=O)(=O)c4ccccc4)n3n2)n1
    -2%, 2%, 0.9, -5, 7%, -1, 13%, -6%, -7
2. COc1cccc(NC(=S)N(Cc2ccc(C(=O)O)cc2)Cc2ccc(OC)c(OC)c2)c1
    13%, 4%, -0.5, -5, 23%, 2, -12%, -24%, -6
10. Cc1cc(=O)oc2cc(OC(=O)C3CCN(C(=O)c4ccc(F)cc4)CC3)ccc12
    7%, 8%, -1.4, -1, 7%, 1, -8%, -22%, 10
15. O=C(CCc1c[nH]c2ccccc12)N[C@@H](Cc1c[nH]c2ccc(O)cc12)C(=O)O
    -7%, -11%, -2.1, 4, 4%, 1, 7%, -3%, 4

A different layout for part of the listing above.
[36] COc1ccc(CN2CCC(n3nccc3NC(=O)C3CCCC3)CC2)c(OC)c1
[37] COc1ccc(NC(=O)CC2C(=O)N(c3cccc(C)c3)C(=O)N2C2CCCCC2)cc1 (configuration not stated)
[38] COc1cc(S(=O)(=O)N(Cc2cccs2)CC2CCCO2)ccc1-n1cnnn1 (configuration not stated)
[39] COc1cc(CN2CCN(C(C)C)C(CCO)C2)ccc1OCc1ccccc1 (configuration not stated)
[40] C[C@@H](O)Cc1cn(CC(=O)NCCCCCCCCCCC(=O)N2CCNCC2)nn1
Screen / compound no.	36	37	38	39	40
GLP1R ag	1%	-7%	1%	17%	-3%
GLP1R cytotox	-20%	-5%&-29%	17%	-24%	2%
IL-2 act	-2.9	0.2	0.9	-2.6	0.0
D3 ag	-23	-14&-4	0	2	-11
GLP-1R inv ag	-27%	-21%&0%	20%	-28%	-9%
PI5P4Ka inh	3	-2	.	1	-3
WRN inhibitor	-35%	1%	-9%	-1%	-1%
PLK1 PBD inh	-5%	-1%	-3%	-11%	-10%
DRD3 antagonist	0	10	-21	-12	?
